# VP16 counter = inhibits Gal4-VP16 luciferase reporter, ROR gamma counter-screen | 310,000 tested, 3.5% active | Drosophila S2 Gal4-VP16 UAS-luciferase, luminescence, 20 h | Potency, µM (series often up to 53.6 µM), without a hit: at the highest dose activity, negative = inhibition, most hits filed as inhibitors;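 also: Gal4-VP16 expression switched on by copper sulfate through the metallothionein promoter; potency is read from the fitted curve at half-maximal effect; % is scaled to controls: 0 for no effect and ±100 for the full control effect; nearly all actives have a fitted effect of over 50% in size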
# p53 reactivator = mutant p53 re-activation in reporter cells | H1299 p53-A138V BP100-luciferase reporter, luminescence, 24 h | Potency, µM (top dose mostly 92.2 µM), without a hit: at the top dose activity change, positive = activation, hits mostly activators | 320,000 tested, 0.063% active; also: potency is read from the fitted curve at half-maximal effect; % of control where 0% means no effect; nearly all actives have a fitted effect of over 45% in size
#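 p53-null H1299 cells stably carrying temperature-sensitive p53-A138V and a BP100-luciferase reporter were pinned with compounds (4-point, 1:5 series) and held 24 hrs at 37 deg C. Luminescence was read 10 min after detection reagent.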
# Tb PFK inh = blocks T. brucei phosphofructokinase; Potency, µM (titrated, usually from 57.5 µM), for the others: at the top dose activity, negative = inhibition, usual class: inhibitors; T. brucei PFK, ADP-Glo luminescence; AID 485367; O15648; 330,000 tested, 0.17% active;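 also: potency is read from the fitted curve at half-maximal effect; 0% = uninhibited 1x PFK enzyme wells and -100% = no-enzyme wells; nearly all actives have a fitted effect of over 60% in size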
# Target sequence (O15648 whole entry, looked up): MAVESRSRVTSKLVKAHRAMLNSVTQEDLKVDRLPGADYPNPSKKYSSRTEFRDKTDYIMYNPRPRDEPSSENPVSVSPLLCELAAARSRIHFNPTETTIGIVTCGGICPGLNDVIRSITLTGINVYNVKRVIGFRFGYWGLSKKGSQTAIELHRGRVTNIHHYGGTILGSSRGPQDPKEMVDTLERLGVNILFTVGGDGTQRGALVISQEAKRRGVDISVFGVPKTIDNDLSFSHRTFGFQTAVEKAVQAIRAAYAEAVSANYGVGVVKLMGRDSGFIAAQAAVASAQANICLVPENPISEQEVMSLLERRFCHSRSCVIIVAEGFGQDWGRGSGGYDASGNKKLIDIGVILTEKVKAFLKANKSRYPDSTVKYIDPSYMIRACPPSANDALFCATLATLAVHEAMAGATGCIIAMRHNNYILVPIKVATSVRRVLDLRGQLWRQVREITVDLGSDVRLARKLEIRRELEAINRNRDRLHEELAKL
#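 Activity is normalized to no-enzyme wells (full inhibition) and 1.25 nM enzyme wells (no inhibition). Reaction: 0.5 mM F6P, 0.1 mM ATP, 45 min RT, ADP-Glo luminescence; concentration-response curves fitted and classed by quality.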
# Rab9 promoter act = Rab9 promoter activation; Huh7 Rab9 promoter-luciferase reporter, luminescence, 24 h; Potency, µM (series often up to 9.22 µM), for inactives: at the top dose activation, negative = inhibition, hits mostly activators; 320,000 tested, 2.8% active; also: potency is read from the fitted curve at half-maximal effect; % of control where 0% means no effect; nearly all actives have a fitted effect of over 60% in size
#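 Rab9 promoter-driven luciferase in stably transfected Huh7 cells; 1500 cells/well rested 2 h, exposed to compound in DMSO for 24 h at 37 °C, 5% CO2. Luminescence read 10 min after adding luciferase reagent at ambient temperature.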
# BRCA1 expr up = BRCA1 expression activation | AID 624202 | Potency, µM (series often up to 46.1 µM), for inactives: at the top dose activation, hits mostly activators | MCF7-BRCA1-FFLuc reporter, luminescence, 48 h; response scale: scaled: vehicle 0%, 10 µM genistein 100% | 380,000 tested, 1.1% active; also: potency is read from the fitted curve at half-maximal effect; nearly all actives have a fitted effect of over 80% in size; some results filed as inactive show a strong effect at the top dose
#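 First, MCF7-BRCA1-FFLuc cells (2000/well) attach for 2 h; next, compounds are pin-added and incubated 48 h at 37 °C; finally, luciferase reagent is added and luminescence read after 15 min.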
# RORgamma inh = ROR gamma (mouse) transcription inhibition. AID 2551. Drosophila S2 Gal4-RORgamma UAS-luciferase reporter, 20 h. Potency, µM (series often up to 53.6 µM), inactives show top-dose activity change, negative = inhibition, most hits filed as inhibitors. P51450. 310,000 tested, 5.4% active; also: potency is read from the fitted curve at half-maximal effect; % is scaled to controls: 0 for no effect and ±100 for the full control effect; nearly all actives have a fitted effect of over 60% in size
# Target sequence (P51450 whole entry, looked up, the tested form may be a part): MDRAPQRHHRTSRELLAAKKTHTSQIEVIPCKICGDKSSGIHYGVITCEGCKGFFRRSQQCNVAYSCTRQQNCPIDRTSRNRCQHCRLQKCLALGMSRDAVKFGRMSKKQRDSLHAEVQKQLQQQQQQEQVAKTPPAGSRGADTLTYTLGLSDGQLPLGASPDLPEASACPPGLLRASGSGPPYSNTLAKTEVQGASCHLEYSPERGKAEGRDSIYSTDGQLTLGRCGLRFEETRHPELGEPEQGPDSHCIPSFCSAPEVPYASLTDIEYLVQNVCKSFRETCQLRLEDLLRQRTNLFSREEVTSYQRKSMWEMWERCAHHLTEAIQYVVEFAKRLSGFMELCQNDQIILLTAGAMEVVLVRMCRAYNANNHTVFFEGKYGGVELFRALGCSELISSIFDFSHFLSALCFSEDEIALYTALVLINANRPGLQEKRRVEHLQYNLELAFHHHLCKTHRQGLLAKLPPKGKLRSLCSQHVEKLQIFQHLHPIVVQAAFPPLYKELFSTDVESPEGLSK
#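 Using a luciferase readout, inhibitors were identified by reduced reporter activity in Drosophila cells coexpressing a copper-inducible Gal4–ROR gamma fusion and UAS-driven Photinus luciferase, incubated 20 hr after 700 uM copper sulfate.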
# ELG1 DNA repair = inhibitors of ELG1-dependent DNA repair in HEK293T cells; HEK293T ELG1-luciferase reporter, luminescence, 16 h; DNA damage induced by 5-fluorouridine; Potency, µM (highest dose often 46.1 µM), for inactives: top-dose activity change, negative = inhibition, usual class: inhibitors; 330,000 tested, 2.3% active; also: potency is read from the fitted curve at half-maximal effect; % is scaled to controls: 0 for no effect and ±100 for the full control effect; nearly all actives have a fitted effect of over 55% in size
#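 5-Fluorouridine DNA damage + compound/DMSO, 2,000 cells/well, 16 h, 37 °C/5% CO2. ONE-Glo, 30 min RT, luminescence. Readout = decrease in reporter signal.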
# ELG1 genotox = induces genotoxicity in HEK293T cells with luciferase-tagged ELG1 | Potency, µM (top dose mostly 46 µM), for inactives: top-dose activity change, positive = activation, actives largely listed as activators | 330,000 tested, 1.3% active | HEK293T ELG1-luciferase reporter, luminescence, 16 h | AID 504466; also: potency is read from the fitted curve at half-maximal effect; % of control where 0% means no effect; nearly all actives have a fitted effect of over 60% in size
#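 Cells (2,000/well) expressing the ELG1-luciferase fusion are dosed by pin tool and kept 16 hr at 37 °C, 5% CO2. Signal comes from ONE-Glo luciferase reagent after 30 min at room temperature.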
# NPC1 prom act = NPC1 promoter activation; Huh7 NPC1 promoter luciferase reporter, 24 h; Potency, µM (series often up to 9.22 µM), for the others: at the top dose activation, most hits filed as activators; 320,000 tested, 2.4% active; AID 485313;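 also: potency is read from the fitted curve at half-maximal effect; % of control where 0% means no effect; nearly all actives have a fitted effect of over 60% in size; reporter is driven by a mutant NPC1 promoter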
#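 Cells: Huh7 expressing luciferase under the NPC1 promoter, 1500/well. Seeded 2 h, compound added, incubated 24 h at 37 °C. Luciferase reagent, 10 min ambient, then luminescence.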
# FLuc modulator = counter-screen for miR-21 project: firefly luciferase inhibitors or activators; P08659; purified FLuc, Km substrates, luminescence inhibition; Potency, µM (series often up to 57.5 µM), without a hit: at the highest dose activity change, negative = inhibition, most hits filed as inhibitors; 360,000 tested, 6.9% active;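 also: potency is read from the fitted curve at half-maximal effect; plate controls were vehicle for no effect and reference inhibitor for full effect; nearly all actives have a fitted effect of over 55% in size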
#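 Purified P. pyralis luciferase, 10 nM final, with Km-level 10 uM D-luciferin and 10 uM ATP in 50 mM Tris acetate pH 7.5, 10 mM Mg acetate, 0.01% Tween-20, 0.05% BSA; 6-point qHTS titration about 60 µM downward; luminescence read.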
# TRPV1 ag = activates the human vanilloid receptor TRPV1 | TRPV1-expressing cells, Fluo-8 calcium influx, agonist mode | activation, % at 8.33 µM | 320,000 tested, 0.19% active | AID 540275; in the data active = activation above about 80%; inconclusive = between about 30% and that limit; also: 0% is about no effect
#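 TRPV1-expressing cells were cultured overnight at 35.5C and loaded with Fluo-8 calcium dye for 40 to 90 min at room temperature. After a 10 s baseline, compound was added and calcium influx was read kinetically for 3 min (ex 480/em 520 nm).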
# * marks the source's active call; other numbers are inactive results; u = inconclusive; x = not tested or not shown; & = joins results of further samples; [ ] = another dose, or the depositor's remark. Unless noted, calls follow the shape of the dose curve; as a rule, active = well fitted curve in the direction sought with a large enough effect; inconclusive = small, poorly fitted or top-dose-only effect, or another doubt; inactive = no such curve, though single readings can be large; an effect the other way counts as inactive or inconclusive.
SMILES,VP16 counter,p53 reactivator,Tb PFK inh,Rab9 promoter act,BRCA1 expr up,RORgamma inh,ELG1 DNA repair,ELG1 genotox,NPC1 prom act,FLuc modulator,TRPV1 ag
CCOCc1nnc(NC(=O)c2cccs2)s1,6%,15%,28%,-1%,-4%,18%,17%,1%,0%,-13%,-1
O=C(NC1CCCC1)c1cnn2c(C(F)(F)F)cc(-c3ccc4c(c3)OCO4)nc12,2%,-2%,1%,-11%,-5%,16%,4.1µM*,5%,-2%,1%,8
COc1cc(/C=C2/C(=N)N3N=C(C(C)C)SC3=NC2=O)ccc1OS(=O)(=O)c1ccccc1,-14%,3%,-4%,11%,0%,u,u,5%,-1%,-5%,0
CCC(NC(=O)COc1cc2c(c3oc(=O)c(C)c(C)c13)CCC(C)(C)O2)C(=O)O (configuration not stated),2%,4%,15%,-8%,-12%,11%,0%,0%,-4%,3%,1
O=C(CCCl)Nc1nc2c(s1)CCc1ccccc1-2,-11%,-13%,-4%,-13%,-90%,-36%,22%,6%,-26%,-6%,-1
COc1ccc(C(=O)Nc2cccc(NC(=O)c3cccs3)c2)cc1OC,-2%,-1%,1%,8%,36%,8%,15µM*,-6%,5%,11µM*,1
COc1ccc(-c2nc(C)c(C(C)=O)n2O)cc1OC,4%,16%,u,3%,2%,u,4%,4%,6%,u,-1
O=C(NCC1CCCO1)c1ccc[nH]1 (configuration not stated),-5%,33%,7%,-4%,-3%,22%,10%,4%,-3%,4%,1
CCN(CC)CCCNc1nc(N)c([N+](=O)[O-])c(NCCO)n1,-5%,13%,-1%,0%,-10%,21%,5%,-1%,-2%,3%,-1
C#CC[N+](CC)(CC)CC#Cc1cccc(Cl)c1,-3%,-2%,-1%,-6%,-39%,2%,-3%,-6%,-2%,1%,2
O=C(CCN1C(=O)C2C3CCC(C3)C2C1=O)Nc1ccc(F)cc1 (configuration not stated),0%,-9%,2%,-5%,0%,19%,u,2%,2%,3%,0
Cn1c(=O)cc(SCC(=O)Nc2cccnc2)c2ccccc21,-4%,-13%,1%,-2%,-7%,14%,u,3%,0%,0%,4
CCC(=O)c1ccc(OCC(=O)N(CC)CC2COc3ccccc3O2)cc1 (configuration not stated),x,-4%,-5%,-2%,-6%,x,-10%,2%,2%,12%,-1
CCOC(=O)C1=CN(Cc2ccco2)S(=O)(=O)N(C)C1c1ccc(C(F)(F)F)cc1 (configuration not stated),x,1%,-2%,x,0%,x,-7%,-2%,x,x,x
O=C(NCC(c1ccco1)N1CCOCC1)c1ccccc1 (configuration not stated),x,-3%,0%,1%,1%,x,12%,0%,-2%,4%,6

# Arranged by the number under p53 reactivator (high to low): three of the compounds above
SMILES | p53 reactivator | Rab9 promoter act | BRCA1 expr up | RORgamma inh | TRPV1 ag
CCC(NC(=O)COc1cc2c(c3oc(=O)c(C)c(C)c13)CCC(C)(C)O2)C(=O)O (configuration not stated) | 4% | -8% | -12% | 11% | 1
COc1ccc(C(=O)Nc2cccc(NC(=O)c3cccs3)c2)cc1OC | -1% | 8% | 36% | 8% | 1
O=C(CCCl)Nc1nc2c(s1)CCc1ccccc1-2 | -13% | -13% | -90% | -36% | -1

# Later entries.
SMILES,VP16 counter,p53 reactivator,Tb PFK inh,Rab9 promoter act,BRCA1 expr up,RORgamma inh,ELG1 DNA repair,ELG1 genotox,NPC1 prom act,FLuc modulator,TRPV1 ag
Clc1cccc(Oc2cnc3ccccc3n2)c1,0%,28%,0%,12%,11%,28%,-16%,9%,-2%,u,2
CCc1nnc(N/N=C/c2ccccc2F)n1N,-2%,-9%,1%,11%,-46%,11µM*,-28%,0%,5%,5%,-2
CC(C)c1ccc(NC2=NCC(=O)N2Cc2cccs2)cc1,27%,3%,1%,28%,u,u,u,u,12%,u,u
Cc1ccc(-c2nc(CS(=O)CC(=O)N3CCN(c4ccc(F)cc4)CC3)c(C)o2)cc1 (configuration not stated),1%,-2%,-3%,-4%,-67%,27%,-16%,-5%,-2%,6%&-16%,2
CSc1nc(N)c(C(=O)NC2CCCCC2)s1,23%,11%,1%,23%,39%,u,u,14%,23%,u,13
Cc1cc(Cl)c(S(=O)(=O)Nc2ccc3c(c2)OCO3)cc1OCC(=O)NC1CCCCC1,0%,0%,2%,3%,-2%[1.84 µM],15%,u,-5%,1%,3%,-3
O=C(N=Nc1c(O)[nH]c2ccc(Br)cc12)c1cc(-c2cccs2)nc2ccccc12,-17%,-2%,-8%,-3%,-24%,14%,15%,6%,-5%,-7%,-1
CCOc1ccc(NC(=O)CCC(=O)NNC(=O)c2ccco2)cc1,-4%,5%,1%,-1%,10%,13%,6%,-1%,-4%,-8%,-2
COC(=O)C(C)Oc1ccc(-c2nccc(-c3ccccn3)n2)cc1 (configuration not stated),5%,1%,4%,9%,39%,-4%,16%,1%,13%,19µM*,8
Cn1c(CO)cnc1S(=O)(=O)Cc1c(Cl)cccc1Cl,-2%,-2%,-1%,-4%,14%,-16%,1%,-1%,1%,-3%,-4
O=C(CNC(=O)c1ccc(F)cc1)c1ccccc1,u,1%,-7%,0.79µM*,u,u,u,8.2µM*,1.4µM*,19µM*,u
N#CCc1c(C#N)c(N)nc(N2CCN(C=O)CC2)c1C#N,1%,-4%,-4%,-3%,1%,1%,-1%,2%,23%,0%,3
Cc1ccc(C)c(OCCn2cc(/C=C(/C#N)C(=O)NCC3CCCO3)c3ccccc32)c1 (configuration not stated),-10%,-1%,-1%,-6%,-59%,-3%[10 µM],15µM*,-7%,-7%,-2%,3
COCC(C)Nc1ncnc2c1cnn2-c1ccc(Cl)cc1 (configuration not stated),-20%,x,0%,0.5µM*,u,-13%,x,x,0.71µM*,2.4µM*,14
CC1CN(C(=O)c2ccc(Cl)c(S(=O)(=O)NCc3ccco3)c2)CC(C)O1 (configuration not stated),x,3%,-6%,-1%,4%,x,1%,2%,-2%,4%,-1
Cc1cc(NC(=O)c2ccccc2F)n(-c2nc3ccccc3[nH]2)n1,4.5µM*,2%,3%,-5%,-24%,1.1µM*,16µM*,-9%,7%,-20%,u
COc1ccccc1CNC(=O)C(=O)NCCC1CCCCN1S(=O)(=O)c1ccc(C)cc1 (configuration not stated),x,2%,1%,2%,-54%,x,u,-29%,1%,4%,1
CCc1ccc(/C=N/NC(=O)c2cc(-c3ccccc3OC)nc3ccccc23)s1,4.5µM*,0%,2%,1%,-22%,4µM*,18µM*,0%,2%,-9%,1
COC(=O)/C=c1/s/c(=C(\C#N)C(=O)NCc2ccco2)n(-c2ccccc2)c1=O,6%,9%,-4%,1%,-6%,u,9%,0%,-4%,0%,0
C=CCNC(=O)COC(=O)COc1ccc(Cl)cc1C,9%,0%,6%,1%,23%,u,15%,3%,-3%,-11%,26
c1ccc2c(CNc3ccc(CNc4ncn[nH]4)cc3)cccc2c1,-11%,11%,-1%,11%,-1%,8%,6%,-2%,12%,u,9
O=C(NCCCn1ccnc1)c1cc2nc(-c3ccc(Br)cc3)cc(C(F)(F)F)n2n1,-9%,-14%,4%,1%,-37%,-22%,-22%,-5%,1%,-1%,13
CC(C)c1nc(N2CCOCC2)c(C#N)c2c1CCCC2,-23%,25%,-6%,1%,-6%,u,-6%,-6%,-1%,13%,27
Cn1c(=O)c2c(ncn2CC(=O)N2CCc3ccccc3C2)n(C)c1=O,-3%,4%,1%,-6%,0%,28%,3%,1%,-2%,-1%,1
COc1ccc(CCNC(=O)C2CCCN(S(=O)(=O)N3CC(C)CC(C)C3)C2)cc1OC (configuration not stated),-9%,-7%,-1%,-1%,-11%,8%,0%,-3%,-1%,3%,4
Cc1cccc(CNC(=O)CCn2ccc3cc(S(=O)(=O)N4CCCC4)ccc32)c1,-1%,-5%,1%,1%,-4%,16%,-4%,2%,-1%,-1%&-1%,21
N#CC1(NC(=O)COC(=O)c2nccnc2N)CCCCC1,x,-2%,0%,-1%,2%,x,-3%,-1%,-1%,-1%,-3
C=CCNC(=O)CN1CCC(O)(c2ccccc2)CC1,-2%,-3%,4%,9%,-7%,-15%,9%,2%,-2%,-2%,2
O=C(CNC(=O)OCc1ccccc1)NC1CCCCCC1,-3%,-1%,0%,-2%,-14%,37%,-3%,-2%,-5%,6%,3

# Look-ups from the results shown:
# O=C(CNC(=O)OCc1ccccc1)NC1CCCCCC1 in TRPV1 ag is listed with 3
# Cc1cccc(CNC(=O)CCn2ccc3cc(S(=O)(=O)N4CCCC4)ccc32)c1 in TRPV1 ag is listed with 21

# Source: PubChem BioAssay
